beta cell repl = MIN6 beta-cell proliferation induction; 330,000 tested, 0.29% active; MIN6 cells proliferation, ATPlite luminescence, 48 h; cells starved in 0.2% serum; 100% = growth in 10% serum; proliferation, % at 10 µM;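 active = compounds whose signal lies at least 3.5 SD above the mean of all wells on their plate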;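 also: 0% = DMSO-treated cells in low-serum medium and 100% = 10% serum control; some compounds called inactive have numbers as strong as hits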
SENP7 block = inhibitors of human SENP7 protease; inhibition, % at 5 µM; Q9BQF6; recombinant SENP7, Z-RLRGG-aminoluciferin luminescence, 40 min; 330,000 tested, 1.5% active;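 active = inhibition above about 50% at the single test dose, limit read from the data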;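 also: plate controls were DMSO with enzyme for no effect and no enzyme buffer wells for full effect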
Target sequence (Q9BQF6 706-1050 limits assumed): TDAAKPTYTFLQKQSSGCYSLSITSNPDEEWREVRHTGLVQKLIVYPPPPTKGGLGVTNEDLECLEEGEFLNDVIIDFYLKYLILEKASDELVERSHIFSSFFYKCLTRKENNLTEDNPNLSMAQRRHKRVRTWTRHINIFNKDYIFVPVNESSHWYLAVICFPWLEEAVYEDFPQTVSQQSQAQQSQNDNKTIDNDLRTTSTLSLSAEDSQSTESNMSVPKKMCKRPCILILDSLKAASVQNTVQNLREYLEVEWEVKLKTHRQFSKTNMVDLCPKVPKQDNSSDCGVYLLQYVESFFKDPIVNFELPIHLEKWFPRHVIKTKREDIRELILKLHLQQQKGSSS
SENP8 block-1 = inhibitors of human SENP8 protease. Q96LD8. recombinant SENP8, Nedd8 substrate fluorescence. inhibition, % at 20 µM. 360,000 tested, 0.64% active. AID 602440; in the data active = inhibition mostly above about 40%, no sharp cut-off; inactive = mostly below about 27%
Target sequence (Q96LD8 whole entry, looked up): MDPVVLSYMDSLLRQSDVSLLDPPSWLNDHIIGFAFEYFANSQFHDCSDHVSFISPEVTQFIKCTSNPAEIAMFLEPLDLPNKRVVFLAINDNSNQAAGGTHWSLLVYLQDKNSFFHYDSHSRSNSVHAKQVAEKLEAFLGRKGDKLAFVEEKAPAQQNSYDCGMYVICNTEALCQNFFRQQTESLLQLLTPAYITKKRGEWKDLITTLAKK
SENP6 inh = inhibitors of human SENP6 protease; Q9GZR1; Recombinant SENP6 catalytic domain, aminoluciferin luminescence; inhibition, % at 10 µM; 330,000 tested, 1.8% active; AID 2599;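 active = inhibition above about 50% at the single tested dose, limit read from the data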;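 also: plate controls were DMSO wells with enzyme for no effect and DMSO wells lacking enzyme for full effect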
Target sequence (Q9GZR1 628-1112 limits assumed): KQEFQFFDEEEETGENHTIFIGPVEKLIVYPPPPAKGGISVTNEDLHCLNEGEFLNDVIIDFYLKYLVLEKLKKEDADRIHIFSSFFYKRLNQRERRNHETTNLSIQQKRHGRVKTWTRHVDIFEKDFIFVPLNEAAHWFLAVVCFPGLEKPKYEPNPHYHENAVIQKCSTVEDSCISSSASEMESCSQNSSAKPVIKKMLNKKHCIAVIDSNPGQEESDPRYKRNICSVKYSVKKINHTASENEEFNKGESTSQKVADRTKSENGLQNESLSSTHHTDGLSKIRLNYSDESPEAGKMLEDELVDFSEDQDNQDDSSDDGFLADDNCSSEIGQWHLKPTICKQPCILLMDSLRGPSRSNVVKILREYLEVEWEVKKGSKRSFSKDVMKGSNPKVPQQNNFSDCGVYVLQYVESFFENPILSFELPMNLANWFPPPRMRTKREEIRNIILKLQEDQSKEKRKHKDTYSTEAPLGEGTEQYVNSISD
SENP8 block-2 = inhibitors of human SENP8 protease. AID 2540. Q96LD8. inhibition, % at 10 µM. 330,000 tested, 1.2% active. purified SENP8, Z-RLRGG-aminoluciferin cleavage, luminescence; in the data active = inhibition above about 50%
SENP1 FRET inh = inhibitors of human SENP1 SUMO protease catalytic domain; 360,000 tested, 0.21% active; inhibition, % at 10 µM; AID 624204; recombinant SENP1 catalytic domain, CyPet-SUMO1-YPet FRET cleavage; Q9P0U3;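 active = inhibition at least 30% at 10 µM, raw YFP signal under a set limit, fluorescence ratio 0.5 to 1.5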;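 also: 0% = enzyme with DMSO and 100% = no enzyme wells; some results filed as inactive read as strong as hits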
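Material: hSENP1 catalytic domain, recombinant; medium: Tris pH 8 with BME, BSA, NP40 and catalase; compound: single concentration of 10 µM compound, 0.5% DMSO final; technique: FRET read of cyan and yellow fluorescence; timing: 50 min enzyme reaction, room temperature, light-protected; reagent: SFCypet-SUMO1-SFYpet substrate at 25 nM; control set: no-enzyme low, enzyme-DMSO high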
HKDC1 inhibitor = HKDC1 (human) hexokinase inhibition; Q2TB90; recombinant HKDC1, G6PDH/diaphorase resazurin coupled fluorescence; inhibition, % at 20 µM; 340,000 tested, 0.16% active;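 active = inhibition above about 35% when tested at 20 µM, limit read from the data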;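 also: plate controls were DMSO wells with enzyme for no effect and DMSO wells lacking enzyme for full effect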
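Assay system: in-house recombinant HK5 (HKDC1) enzyme. Input: HKDC1 at 5 µg/mL. Medium: Tris pH 8.0 buffer with MgCl2, Tween-20, BSA, BME. Dosing: single 20 µM dose. Schedule: 90 min reaction incubation at room temperature, dark. Signal: resazurin-to-resorufin fluorescence via G6PDH and diaphorase coupling, 525/613 nm. Controls: DMSO-enzyme wells negative, buffer-substituted wells positive.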
UBC13 inh = human UBC13 polyubiquitination inhibition; AID 485273; P61088; inhibition, % at 20 µM; UBC13 polyubiquitin chain formation, TR-FRET; 330,000 tested, 0.47% active; in the data active = inhibition above about 45%, passing the limit was not always enough
PfG6PD inh = PfG6PD (Plasmodium falciparum) enzyme inhibition; PfGluPho enzyme, NADPH resazurin-diaphorase fluorescence; inhibition, % at 20 µM; 350,000 tested, 0.78% active; AID 504690;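 active = inhibition reaching at least a set limit at 20 µM in the primary screen, cut at about 59% in these data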;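 also: 0% = DMSO wells with substrate and 100% = DMSO wells lacking glucose-6-phosphate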
* = called active by the depositor; i = inactive; x = not tested or not shown.

SMILES	beta cell repl	SENP7 block	SENP8 block-1	SENP6 inh	SENP8 block-2	SENP1 FRET inh	HKDC1 inhibitor	UBC13 inh	PfG6PD inh
CC(=O)Nc1ccc2c(c1)Cc1c-2cc(Br)c(N)c1Br	x	x	6	x	x	-2	-7	x	-4
NC(=O)CSc1nc(-c2ccccc2)nc2ccccc12	-1	-11	6	-1	6	0	0	-3	-11
CCOC(=O)C1CCN(S(=O)(=O)c2ccc3c(c2)CCN3C(C)=O)CC1	-1	7	9	-10	1	-1	-6	-9	8
CC1=NN(C(=O)c2csc(C)c2C)C(O)(C(F)(F)F)C1 (stereo not drawn)	1	-7	11	-6	1	0	-8	6	-6
Cc1ccc(S(=O)(=O)N2CCN(C(=O)COC(=O)c3ccc(Cl)nc3)CC2)c(C)c1	-4	14	7	-1	-1	1	3	3	-2
CCN(CC)c1ccc(/C=N/n2c(C)cc(C)cc2=O)cc1	-1	3	-21	-5	2	1	-1	-2	15
CCCCCn1c(=NC(=O)c2cccnc2)c(C#N)cc2c(=O)n3cccc(C)c3nc21	-6	-1	-384	-5	-4	-31	7	8	-12
O=C1C(Cl)=C(NCCCN2CCOCC2)C(=O)N1CCc1ccccc1	-2	-4	14	3	-5	5	-5	-6	15
CCc1ccccc1NC(=O)c1ccc(S(=O)(=O)N2CCCC2)cc1	0	-5	6	-11	0	-1	-4	3	-11
O=C(N/N=C/c1ccccn1)c1cc(Br)ccc1O	-7	13	-7	36	16	1	1	-16	3
CO/N=C/c1ccc(Sc2ccccc2N)c([N+](=O)[O-])c1	1	-5	9	1	-9	-9	6	-9	-7
CCCCOC(=O)N1CCOCCOCCN(C(=O)OCCCC)CCOCCOCC1	1	-11	13	-20	-7	1	-5	-4	12
C#CCOCCOCCOCCNc1nc(N2CCN(C(=O)[C@H]([C@@H](C)CC)n3cc(CCCCN)nn3)CC2)nc(N2CCN(C(=O)[C@H](C)n3cc(CCCN=C(N)N)nn3)CC2)n1	0	2	14	-9	-1	2	-3	30	-7
O=[N+]([O-])c1cccc(-c2nnc(C34CC5CC(CC(C5)C3)C4)o2)c1	3	-1	-2	3	1	2	10	7	-5
CC1(c2nnc(Cc3ccccc3)o2)CC(c2cccnc2)=NO1 (stereo not drawn)	2	-5	-12	6	-5	0	-3	-1	-1

Retrieved by structure from above:
SMILES	beta cell repl	SENP7 block	SENP8 block-1	SENP6 inh	SENP8 block-2	SENP1 FRET inh	HKDC1 inhibitor	UBC13 inh	PfG6PD inh
CCCCOC(=O)N1CCOCCOCCN(C(=O)OCCCC)CCOCCOCC1	1	-11	13	-20	-7	1	-5	-4	12
CCN(CC)c1ccc(/C=N/n2c(C)cc(C)cc2=O)cc1	-1	3	-21	-5	2	1	-1	-2	15
CC1(c2nnc(Cc3ccccc3)o2)CC(c2cccnc2)=NO1 (stereo not drawn)	2	-5	-12	6	-5	0	-3	-1	-1
CO/N=C/c1ccc(Sc2ccccc2N)c([N+](=O)[O-])c1	1	-5	9	1	-9	-9	6	-9	-7
CCc1ccccc1NC(=O)c1ccc(S(=O)(=O)N2CCCC2)cc1	0	-5	6	-11	0	-1	-4	3	-11

New compounds follow
SMILES	beta cell repl	SENP7 block	SENP8 block-1	SENP6 inh	SENP8 block-2	SENP1 FRET inh	HKDC1 inhibitor	UBC13 inh	PfG6PD inh
Cc1cccc(NC(=O)COc2cccc3c2CCN(C)C3=O)c1C	0	-9	0	4	4	3	-1	-10	-9
Oc1ccc(C2CNCc3sccc32)cc1O (stereo not drawn)	-8	1	6	-10	-6	1	-6	4	28
c1cncc(CSc2nnc(-c3cccnc3)n2Cc2ccco2)c1	0	8	x	-9	2	x	x	8	x
c1ccc(-c2cnnc(SCc3cn4cccnc4n3)n2)cc1	0	4	24	5	0	1	2	-6	11
CCc1ccc(Nc2ncc3c(n2)CC(C)CC3=O)cc1 (stereo not drawn)	-2	-6	-432	-7	-10	1	1	3	-27
Cc1ccc(S(=O)(=O)Nc2ccc(N3CCOCC3)cc2)cc1	-2	2	5	3	-4	3	-3	-3	10
O=C1CN(C(=O)c2ccc(F)cc2)c2ccccc2N1	-2	5	0	-14	9	-2	-3	0	16
COc1ccc(CN2CCN(Cc3c[nH]c4ccccc34)CC2CCO)cc1C (stereo not drawn)	-5	-1	11	0	5	1	-6	1	-8
CC(NC(=O)c1cccs1)C(c1cccs1)N1CCN(Cc2ccccc2)CC1 (stereo not drawn)	-2	-3	14	-9	0	0	-7	0	1
COc1cc(CNCCCCO)ccc1OCc1ccccc1F	1	8	6	-4	-9	2	-7	14	23
c1coc(-c2cc(C3CCNCC3)[nH]n2)c1	1	-5	15	10	8	-1	-13	-11	1
COC(=O)C1=C(CN2CCc3ccccc32)NC(=O)NC1c1cc(C)ccc1C (stereo not drawn)	-4	0	-8	-4	-3	-11	0	-3	3
O=C(NC1CCCCC1)C(c1ccco1)N(C(=O)c1csnn1)c1cccc(F)c1 (stereo not drawn)	3	2	1	26	-2	4	2	2	-17
COC(=O)C1=C(C)N(C)C(=O)NC1c1cc(Cl)cc(Cl)c1OC (stereo not drawn)	1	6	18	-29	-9	1	-11	0	-9
C[C@H](NC(=O)c1cccc([N+](=O)[O-])c1)C(=O)OCC(=O)c1ccccc1Br	-1	7	11	-4	9	3	-3	5	-14
CC(C)(C)C1=CC(O)(c2ccccc2)C=C(C(C)(C)C)C1=O	-4	-4	15	-17	-5	0	2	3	19
Cc1cccc(OCC(=O)NCCNC(=O)c2ccncc2)c1	0	5	6	-15	-3	1	-4	2	-10
CC1CCC2(CC1)NC(=O)N(NC(=O)c1ccc(OC(C)C)cc1)C2=O (stereo not drawn)	2	6	-5	-12	-1	-1	6	-6	1
O=C(N/C(=C/c1cccc([N+](=O)[O-])c1)C(=O)N1CCCCCC1)c1cccs1	0	-2	14	-9	-4	4	-4	5	11
Cc1cccc(/N=C/c2ccccn2)n1	-3	4	-6	-9	1	1	-1	0	-3
CCCCOc1ccc(C(=O)Oc2cc(C)[nH]c(=O)c2[N+](=O)[O-])cc1	0	0	14	-6	11	1	-4	3	-3
COc1ccccc1Nc1ncnc2c1cnn2-c1cccc(C)c1	-2	9	-23	-1	8	2	-1	9	-3
CC(C)OCCCNC(=O)Nc1cccc2ccccc12	-3	0	-64	7	3	2	-4	-4	8
COc1cc2c(cc1OC)CN(C(=S)Nc1ccccc1Cl)CC2	0	11	-30	8	1	1	0	3	3
Cc1cc(C(=O)NP(=O)(N2CCOCC2)N2CCOCC2)c(C)n1-c1ccc(Br)cc1	1	-1	11	-15	-9	-2	-6	-11	5
COc1ccc(-c2oc3ccc(N4CCOCC4)cc3c2C#CC2(O)CCCCC2)cc1	-7	-15	-483	-20	-13	-13	8	29	23
CC(=O)Nc1nc2ccccc2[nH]1	-1	1	-2	-16	2	-1	-7	3	-21
Cc1ccc(NC(=O)CCSc2nnc3ccccn23)cc1	0	10	i	-5	-3	-2	5	14	-5
CC(C)c1nnc(SCC(=O)N2CCc3ccccc32)n1N	1	16	1	10	5	-1	1	1	-14
N#CCC(=O)N/N=C/c1ccccc1Cl	0	7	3	-12	-2	-4	-6	5	-10
COc1ccc(N2CCN(C(=O)CCc3ccc(S(=O)(=O)NCC(C)C)cc3)CC2)cc1	-3	16	13	-19	-6	1	-1	0	4
COc1ccc(Cl)cc1NC(=O)CN(C)C(=O)c1cc2c(s1)CCCC2	-6	-7	-2	-1	-3	1	5	3	0
O=C(O)CSc1nnc(Nc2ccccc2)n1-c1ccccc1	-2	7	6	-17	-3	2	-4	6	21
CCC(CC)C(=O)Nc1cc(=O)n(C)c(=O)n1C	1	-4	14	-3	-4	1	-7	4	-7
COc1ccc(Cl)cc1NC(=O)C/C(C)=N/NC(=O)COc1ccc(C)cc1	-4	-3	9	14	7	1	-1	0	10
CCN(CC(=O)Nc1c(F)cccc1F)C(=O)CN1c2cccc3cccc(c23)S1(=O)=O	-1	-7	i	-20	11	-2	0	13	6
O=C(O)C(CCC(C(=O)O)c1ccccc1)c1ccccc1 (stereo not drawn)	x	x	6	x	x	0	-8	x	12
Cn1c(CO)cnc1S(=O)(=O)Cc1c(Cl)cccc1Cl	-4	6	6	-4	2	-4	-3	6	1
CC(=O)NC(c1ccc(Cl)cc1Cl)c1ccc2cccnc2c1O (stereo not drawn)	-4	13	18	-4	-10	0	-22	-4	4
CC(C)(C)n1nnnc1CN(Cc1ccc(F)cc1)Cc1ccco1	0	6	-5	2	0	-1	1	0	-16
Cc1n[nH]c(=S)n1/N=C/c1ccccc1	0	-3	-1	11	2	2	-1	-2	14
O=C(c1ccccc1)N1CCc2[nH]nc(-c3ccccc3)c2C1	-1	2	7	22	-5	2	-6	14	2
O=C(COC(=O)c1ccccc1SCC(=O)N1CCCC1)NC1CCCCC1	2	0	-26	-8	5	-1	3	-3	2
Cc1nc(NS(=O)(=O)c2cccs2)c2c3c(sc2n1)CCC3	-4	-11	-168	-10	-10	1	3	-4	-10
CC1CCc2cc(F)ccc2N1C(=O)c1ccc2c(c1)OCO2 (stereo not drawn)	1	-8	14	-3	-12	0	2	-2	3
CC(C)NC(=O)N(O)C1N(C(C)C)C(=O)N(Cc2ccc3c(c2)OCO3)C1(C)C (stereo not drawn)	-2	9	6	2	-6	1	-1	-2	11
CCN1CCN(CC(O)COC(c2ccccc2)c2ccccc2)CC1 (stereo not drawn)	3	-13	8	-24	-11	2	-10	-4	3
COc1ccccc1-n1cnnc1SCC(=O)Nc1cccc(S(N)(=O)=O)c1	0	5	-1	12	3	3	-7	4	-6
COc1ccc(NC(=O)NCCN2CCc3ccccc3C2)cc1	0	16	32	12	-6	-2	1	-3	-11
CCC(C)(C)NC(=O)C(c1ccco1)N(C(=O)Cn1nnc2ccccc21)c1ccc2c(c1)OCO2 (stereo not drawn)	1	-3	29	-31	0	1	-7	11	-19
O=C1C=CC(=O)N1c1ccc2c(c1)C(NC(=O)C(F)(F)F)c1ccccc1-2 (stereo not drawn)	x	x	-4	x	x	3	-6	x	98*
COc1ccccc1NC(=S)N1CCN(c2ncccn2)CC1	-1	-5	-366	-9	-8	3	9	-7	-13
NC(=O)C1(N2CCCCC2)CCN(C(=O)c2ccc(C#CC3(O)CCCCC3)cc2)CC1	-2	-3	19	-9	4	4	-7	-7	8
Cc1ccc(CSc2nnnn2C)cc1	1	1	12	0	-4	0	-1	9	-1
COc1ccc(CCCc2nnc(SCc3nc4ccccc4c(=O)[nH]3)n2C)cc1	-1	0	2	-1	-4	1	16	6	11
CCn1cc(C(=O)NCc2cccc(F)c2)c(=O)c2cc(F)c(N3CCN(C(=O)c4ccco4)CC3)cc21	-4	-7	i	-8	-5	-1	5	11	21

Assay outcomes deposited in PubChem by Sanford-Burnham Center for Chemical Genomics.

The order is random (roughly 4% active in at least one column).
